# High-throughput results as filed in PubChem.
# NS3 helicase inh: inhibitors of Hepatitis C virus NS3 helicase; NS3 helicase DNA unwinding, Cy5 molecular beacon fluorescence; AID 1800; inhibition, % at 10.9 µM; 0.56% of 290,000 active;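 active = inhibition above the mean of all tested compounds plus 3 SD, set per campaign, cut at about 35% in these data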;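 note: 0% = DMSO wells and 100% = thioflavine S control wells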
#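 Measured by: Cy5 fluorescence, 0 and 60 min reads / Assay system: NS3 helicase fragment of HCV / Control set: low DMSO, high thioflavine S at 110 µM / Times: 1 h reaction at 25 °C, ATP-initiated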
# PfM18AAP inh: PfM18AAP enzyme inhibition; recombinant PfM18AAP, H-Glu-NHMec fluorogenic cleavage; inhibition, % at 7.35 µM; 1.2% of 290,000 active; AID 1822;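 active = inhibition above the campaign mean inhibition over all tested compounds plus 3 SD, cut at about 28% in these data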;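 note: 0% = plate median of test compound wells and 100% = 2 mM ZnCl2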
# UBC9 SUMO inh: inhibitors of human SUMOylation (UBC9); P63279; HTRF SUMOylation assay, SAE1/SAE2 + UBC9, in vitro; inhibition, % at 35 µM; 0.36% of 290,000 active; in the data active = inhibition above about 50%, passing the limit was not always enough; note: strong numbers were not always called active
# Target sequence (P63279 whole entry, looked up): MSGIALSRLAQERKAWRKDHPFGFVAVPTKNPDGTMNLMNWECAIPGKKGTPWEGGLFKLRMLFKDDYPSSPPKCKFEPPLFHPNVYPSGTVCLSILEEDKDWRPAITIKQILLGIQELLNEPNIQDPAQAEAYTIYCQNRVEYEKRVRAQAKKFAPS
# MEKK2 WT-MEK5: raises or lowers MEK5 binding to wildtype human MEKK2 PB1 domain; Q9Y2U5; bead flow cytometry, Alexa488-MEK5 binding to MEKK2 WT; actives lie on both sides; binding response (% of control), % at 10 µM; 1.1% of 290,000 active; AID 1531; in the data active = binding response below about 67% or above about 130%
# VIM-2 inhibitor: inhibitors of Pseudomonas aeruginosa VIM-2 metallo-beta-lactamase. purified VIM-2, nitrocefin hydrolysis, epi-absorbance fluorescence. inhibition, % at 5.6 µM. 0.89% of 290,000 active;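 active = inhibition above the mean of all tested compounds plus 3 SD, cutoff set per screening run, cut at about 7.5% in these data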;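 note: red hydrolysis product quenches plate fluorescence so inhibitors raise well fluorescence; 0% = enzyme with DMSO and 100% = DMSO without enzyme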
# MEKK2mut PB1 HTS: signal of MEK5 binding to mutant human MEKK2 PB1 domain. bead flow cytometry, Alexa488-MEK5 binding to MEKK2 mutant. AID 1530. 0.35% of 290,000 active. percent response, % at 10 µM; in the data active = percent response above about 24%, passing the limit was not always enough; note: inactives centre near 1; some results filed as inactive read as strong as hits
# NALP1 inh: inhibitors of NALP1 inflammasome in yeast. S. cerevisiae NALP1/ASC/caspase-1 growth, X-gal OD620, 72 h. inhibition, % at 10 µM. 0.61% of 280,000 active; in the data active = inhibition mostly above about 24%, no sharp cut-off; inactive = mostly below about 32%; note: some compounds called inactive have numbers as strong as hits
# DNA FID counter: counter-screen for HCV NS3 helicase inhibitors: DNA intercalator displacement; 0.17% of 290,000 active; DNA fluorescent intercalator displacement, fluorescence; inhibition, % at 7.9 µM; in the data active = inhibition above about 37%;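 note: 0% = vehicle and 100% = reference compound; higher means more ethidium bromide displaced from hairpin DNA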
# IMP-1 inh: inhibitors of Pseudomonas aeruginosa IMP-1 metallo-beta-lactamase; purified IMP-1, nitrocefin hydrolysis, epi-absorbance fluorescence; inhibition, % at 5.6 µM; 0.45% of 290,000 active; AID 1556;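 active = inhibition above the mean plus 3 SD of all compounds in the same screening run, cut at about 4.5% in these data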;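 note: 0% = IMP-1 with DMSO and 100% = DMSO wells lacking enzyme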
#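 assay system = purified recombinant IMP-1 metallo-beta-lactamase enzyme | schedule = 15 min preincubation plus 25 min reaction at 25 °C | signal = Epi-absorbance fluorescence, 480 nm excitation, 530 nm emission | read-out basis = percent inhibition from optical density relative to buffer-blank wells | controls = IMP-1 with DMSO as 0%, enzyme-free DMSO as 100%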
# * hit, by the source's call; . = no result given.
# Start of the data: the first three records, to show the layout:
# Second line of a record: NS3 helicase inh	PfM18AAP inh	UBC9 SUMO inh	MEKK2 WT-MEK5	VIM-2 inhibitor	MEKK2mut PB1 HTS	NALP1 inh	DNA FID counter	IMP-1 inh
(1) Cc1ccc2nc(C3CCCN(C(=O)NCc4ccccc4)C3)[nH]c2c1 (centres undefined)
    2	10	25	107	-1.7	6	3	-3	-4.6
(2) O=C(NCCc1nnc2ccc(SCC(=O)N3CCCC3)nn12)c1ccc(F)cc1
    -3	1	21	100	-1.2	8	3	-13	-1.3
(3) Cc1ccc2cc(CN(Cc3ccco3)C(=O)NC3CCCCC3)c(=O)[nH]c2c1C
    -1	0	-3	78	-2.2	1	52	-17	1.2

# The whole of this part (from the top)
# Second line of a record: NS3 helicase inh	PfM18AAP inh	UBC9 SUMO inh	MEKK2 WT-MEK5	VIM-2 inhibitor	MEKK2mut PB1 HTS	NALP1 inh	DNA FID counter	IMP-1 inh
(1) Cc1ccc2nc(C3CCCN(C(=O)NCc4ccccc4)C3)[nH]c2c1 (centres undefined)
    2	10	25	107	-1.7	6	3	-3	-4.6
(2) O=C(NCCc1nnc2ccc(SCC(=O)N3CCCC3)nn12)c1ccc(F)cc1
    -3	1	21	100	-1.2	8	3	-13	-1.3
(3) Cc1ccc2cc(CN(Cc3ccco3)C(=O)NC3CCCCC3)c(=O)[nH]c2c1C
    -1	0	-3	78	-2.2	1	52	-17	1.2
(4) Cc1ccc(C(C)C)c(OCC(=O)NN=C(CCl)CCl)c1
    -4	5	12	91	-3.6	-2	24	-3	-4.3
(5) CCOC(=O)c1cnc(SCc2nc(N)nc(Nc3ccc(OC)cc3)n2)nc1N
    -7	-7	-3	103	-2.6	3	-8	-20	-5.0
(6) CC(=O)c1cccc(NC(=O)Nc2cc3sccc3n2C)c1
    -6	5	0	107	0.5	11	30	-5	-1.4
(7) Cc1ccccc1C(=O)Oc1ccc(Cl)cc1C(=S)N1CCOCC1
    -23	-10	-5	104	-2.1	5	-4	-30	-3.7
(8) O=C(O)CCn1nc(-c2ccc(F)cc2)cc(Cc2ccccc2)c1=O
    3	0	0	97	-1.8	1	7	-27	-3.8
(9) Oc1ccc(/C=N/Nc2cccc3cccnc23)c(O)c1
    15	24	16	94	-0.2	-4	26	4	-1.7
(10) CC12CC3(C)CC(C)(C1)CC(C(=O)NC1=NCCS1)(C2)C3
    -19	-5	.	104	-2.2	-2	.	-8	-3.6
(11) O=C(Nc1ccc2c(c1)nc1n2CCSC1)c1ccccc1
    -10	-15	4	88	-3.0	-5	6	1	-3.4
(12) CC(C)Nc1nc(Cl)nc(N(C#N)CN2C(=O)c3ccccc3C2=O)n1
    8	3	0	106	-4.0	4	33	-2	-2.5
(13) c1ccc2c(c1)nc1sccn12
    -9	3	15	109	-2.9	3	5	2	-1.2
(14) COc1ccc(C2CC(c3ccccc3)=NN2c2ccc(Cl)c(C(=O)O)c2)cc1 (centres undefined)
    -5	-13	33	98	4.9	-3	8	-11	0.4
(15) O=C1CC(c2ccccc2)n2nc(NC(=O)C3CCCO3)nc2N1 (centres undefined)
    17	-1	7	100	-1.3	-2	3	-3	-2.2
(16) CCCC(=O)NC(=S)Nc1cc(-c2nc3ncccc3o2)ccc1C
    -13	-13	34	94	-1.9	0	.	-5	-3.1
(17) COc1ccc(-n2c(-c3ccc(Br)cc3)c[n+]3c2CCc2ccccc2-3)cc1
    -43	4	14	111	-2.4	1	28	11	-1.2
(18) O=C(N/N=C/c1ccc(Cl)c([N+](=O)[O-])c1)c1cc(-c2ccccc2)nc2ccccc12
    -3	-4	-22	113	-1.5	7	-7	1	-1.8
(19) CC(C)(C)Cc1nnc(NC(=O)c2ccc3c(c2)OCO3)s1
    5	30*	-3	94	-2.7	-8	-7	-9	-2.0
(20) COc1ccc(S(=O)(=O)N2CCOCC2)cc1NC(=O)CSc1n[nH]c(=O)n1C1CC1
    -8	3	-24	99	-0.6	1	7	-2	-2.4
(21) Cc1ccc(S(=O)(=O)CCC(=O)OC(C)C(=O)c2c(C)[nH]c3ccccc23)cc1 (centres undefined)
    -5	-1	-6	101	-0.3	0	27	-16	-1.9
(22) CC1CCC2(CC1)NC(=O)N(CC(=O)Nc1cccc(S(=O)(=O)N3CCOCC3)c1)C2=O (centres undefined)
    5	-8	21	99	-1.6	2	-6	-18	-1.3
(23) CC(C)CC(=O)Nc1c2c(nn1-c1cccc(Cl)c1)CS(=O)C2 (centres undefined)
    9	0	14	101	-2.5	0	20	0	-0.8
(24) C=C(C)c1cccc(C(C)(C)NC(=O)N2CCCC(C(N)=O)C2)c1 (centres undefined)
    8	-13	-12	103	-3.1	4	4	-4	-0.9
(25) COc1cc2c(cc1OC)CN(c1ccc(C(N)=O)cc1[N+](=O)[O-])CC2
    6	10	22	103	-1.0	8	4	-13	-3.6
(26) COCCNC(=S)N/N=C(\C)c1ccc2cc(OC)ccc2c1
    11	11	3	87	-6.8	-4	16	-19	-2.5
(27) Cc1ccc(CNCCCSc2nc(C)cc(C)n2)cc1
    -9	-7	2	107	-0.9	4	11	9	-7.4
(28) COc1ccc(-c2c[n+]3c(n2-c2ccc(C)cc2)CCCCC3)cc1
    -4	0	3	105	0.0	2	7	2	-2.4
(29) Clc1ccccc1CSc1nnc(-c2ccco2)c(-c2ccco2)n1
    54*	15	36	91	0.5	1	15	-4	-0.9
(30) CC(=O)CC(c1ccccc1)S(=O)(=O)c1ccc(C)cc1 (centres undefined)
    2	-5	2	97	-5.3	1	11	-1	-2.2
(31) COc1ccc(OC)c(NC(=O)CCN2C(=O)c3ccccc3C2=O)c1
    10	-3	-2	105	-0.6	2	15	-14	-0.5
(32) C#CCNc1nc(CC)nc2c1nnn2Cc1ccccc1F
    -10	2	10	101	-0.5	0	10	-11	-1.2
(33) CN(C)C(=O)c1cc(S(=O)(=O)N(C)C)c(Cl)cc1N1CCCC1
    -1	5	-1	100	-3.1	3	14	-4	-3.5
(34) Cc1ccc(-n2ncc3c(SCC(=O)NNC(=O)c4ccco4)ncnc32)cc1
    -10	0	15	99	-4.2	-8	-8	-4	-3.1
(35) CCc1ccc2c(CN3CCN(S(=O)(=O)c4cccs4)CC3)cc(=O)oc2c1
    -1	3	-7	100	-2.5	1	.	-3	-2.6
(36) CN(C)CCCNC(=O)c1ccccn1
    0	3	6	96	-5.5	-2	-7	-3	-1.7
(37) CC1Cc2ccccc2N1S(=O)(=O)c1cccc(C(=O)NC2CC2)c1 (centres undefined)
    -5	1	10	96	-1.0	-3	1	-3	-1.9
(38) COc1ccccc1N1C[C@@H]2C[C@@H](c3ccco3)N3CCC[C@@]23C1=O
    22	0	-10	103	-1.8	5	-8	-8	-1.2
(39) CCSC1=C(C#N)C(c2cccc(OC)c2)CC(=O)N1 (centres undefined)
    1	3	-6	104	-0.9	15	0	-2	-3.4
(40) N#C/C(=C\c1ccc(O)c(O)c1)C(=O)N1CCCC1
    15	56*	9	88	-2.8	-1	-30	0	-0.6
(41) CCOc1ccc(CNC(=S)N/N=C/c2ccc(OC)c(OC)c2)cc1
    -10	-6	-11	113	-2.0	4	11	-19	-2.1
(42) Cc1noc(/C=C/N(C)C)c1S(=O)(=O)N1CCCC(C(=O)N2CCCCC2)C1 (centres undefined)
    -13	6	-4	104	-3.2	6	22	-31	-3.7
(43) CCOC(=O)c1c(C)[nH]c(C(=O)CSc2ccc(Cl)cc2)c1C
    -1	-1	-4	107	0.9	5	10	-2	1.7
(44) O=C(COC(=O)C1CC2C=CC1C2)Nc1ccccc1F (centres undefined)
    -7	1	20	104	-0.3	3	4	-2	-1.7
(45) O=C(COC(=O)Cc1ccc(Cl)cc1)Nc1ccccc1-c1ccccc1
    -10	-2	-6	98	-0.2	5	28	-10	-4.3
(46) COc1ccc(NC(=O)C2CCCN(S(=O)(=O)c3cccnc3)C2)cc1OC (centres undefined)
    -1	0	10	99	-1.4	-4	4	-6	0.1
(47) COc1ccc(N2C(=O)C(Cl)=C(N3CCCC(C)C3)C2=O)cc1 (centres undefined)
    6	10	-9	114	0.2	11	8	-5	-3.2
(48) O=C(CSC1=NCCN1)Nc1ccccc1[N+](=O)[O-]
    -2	8	2	.	-2.0	.	12	2	-2.4
(49) CCNC(=S)N1C2CCC1CC(NC(=O)Nc1ccc(C(=O)OCC)cc1)C2 (centres undefined)
    1	0	3	117	-3.0	1	-15	-19	-2.8
(50) Clc1cccc2c3c([nH]c12)CCNC3
    -20	-3	1	100	-3.5	0	11	-1	-0.8
(51) COc1ccc(N(C(=O)c2ccco2)C(C(=O)NC2CCCC2)c2ccc(N(C)C)cc2)cc1 (centres undefined)
    -3	-12	7	105	-3.5	7	19	-13	-5.3
(52) O=C(CCn1nnc2ccccc21)Nc1nnc(COc2ccc(F)cc2)s1
    -4	-1	7	96	-0.8	-1	4	1	1.6
(53) NS(=O)(=O)c1ccc(CCNC(=O)Cc2ccc(Cl)cc2)cc1
    6	-4	7	96	0.3	-4	6	-6	1.1
(54) CC(C)C[C@H](NC(=O)N1CC(=O)Nc2ccccc21)C(=O)N1CCC[C@H]1C(=O)O
    21	-3	3	103	-2.5	2	-6	-11	-4.2
(55) COc1ccc(-n2nnnc2SCC(=O)Nc2ccc3c(c2)OCCO3)cc1OC
    -4	-1	21	101	-0.1	1	18	-1	-1.1
(56) CN(C)S(=O)(=O)c1ccc(C(=O)OCC(=O)Nc2sc3c(c2C#N)CCCCC3)cc1
    4	-6	-18	103	-0.9	3	30	-6	-0.2
(57) O=C(CCCCCn1c(=S)[nH]c2ccc(N3CCOCC3)cc2c1=O)NCc1cccc(Cl)c1
    0	-4	28	103	-3.0	3	-6	-6	-0.8
(58) O=C(CCCN1C(=O)/C(=C\c2ccccc2)SC1=S)Nc1ccc(O)cc1C(=O)O
    -7	-2	-3	97	0.3	-1	-2	7	1.9
(59) O=C(CSc1nc2sc3c(c2c(=O)n1-c1ccccc1)CCCC3)N/N=C/c1ccccc1C(=O)O
    -19	0	-5	98	0.4	-3	4	-35	-0.6
(60) CCOc1ccccc1N(CC(=O)NCCSc1ccccn1)S(=O)(=O)c1ccccc1
    -1	9	7	94	-1.7	0	10	-38	-2.6

# Additional compounds follow:
# Second line of a record: NS3 helicase inh	PfM18AAP inh	UBC9 SUMO inh	MEKK2 WT-MEK5	VIM-2 inhibitor	MEKK2mut PB1 HTS	NALP1 inh	DNA FID counter	IMP-1 inh
(61) O=C(CCSc1ccccc1)NCCSCc1ccco1
    -2	1	-13	108	-3.3	-1	30	-6	-0.7
(62) N#CC1(C#N)C2=C(CCCC2)NC(c2ccccc2)C1(C#N)C#N (centres undefined)
    -2	4	16	101	-1.9	10	-3	-9	-0.1
(63) CCOC(=O)c1ccc(NC(=S)N(CCN(C)C)C(C)c2ccncc2)cc1 (centres undefined)
    -2	1	0	110	-2.2	9	14	-4	-1.9
(64) CCc1nnc(NS(=O)(=O)c2ccc(NC(=O)/C=C/c3ccc(F)cc3)cc2)s1
    17	0	12	97	-3.4	-2	-2	-22	-1.8
(65) C/C(CC(=O)NC12CC3CC(CC(C3)C1)C2)=N\NC(=O)c1ccc(C)cc1
    3	-2	9	86	-3.3	-10	-17	-24	-1.8
(66) NC(=O)COC(=O)c1ccc(-c2ccc(O)cc2)cc1
    4	-1	13	100	0.2	2	-2	-6	-3.1
(67) CCOC(=O)c1ccccc1NC(=O)C1CC(=O)N(C(C)(C)C)C1 (centres undefined)
    10	-3	9	112	-3.2	13	8	-21	-3.1
(68) N#CC1=C(N)Oc2n[nH]c(-c3ccccc3)c2C1c1cccc(OC(=O)N2CCOCC2)c1 (centres undefined)
    -7	-5	8	104	1.1	0	15	-27	-1.9
